sEH act: soluble epoxide hydrolase (human) activation; P34913; purified human sEH enzymatic activity, activator screen; activation, % at 2 µM; 91,000 compounds, 0.04% hits; AID 717; in the data active = activation above about 37%; note: values of inactives mirror those of a sister screen read the other way
Target sequence (P34913 whole entry, looked up): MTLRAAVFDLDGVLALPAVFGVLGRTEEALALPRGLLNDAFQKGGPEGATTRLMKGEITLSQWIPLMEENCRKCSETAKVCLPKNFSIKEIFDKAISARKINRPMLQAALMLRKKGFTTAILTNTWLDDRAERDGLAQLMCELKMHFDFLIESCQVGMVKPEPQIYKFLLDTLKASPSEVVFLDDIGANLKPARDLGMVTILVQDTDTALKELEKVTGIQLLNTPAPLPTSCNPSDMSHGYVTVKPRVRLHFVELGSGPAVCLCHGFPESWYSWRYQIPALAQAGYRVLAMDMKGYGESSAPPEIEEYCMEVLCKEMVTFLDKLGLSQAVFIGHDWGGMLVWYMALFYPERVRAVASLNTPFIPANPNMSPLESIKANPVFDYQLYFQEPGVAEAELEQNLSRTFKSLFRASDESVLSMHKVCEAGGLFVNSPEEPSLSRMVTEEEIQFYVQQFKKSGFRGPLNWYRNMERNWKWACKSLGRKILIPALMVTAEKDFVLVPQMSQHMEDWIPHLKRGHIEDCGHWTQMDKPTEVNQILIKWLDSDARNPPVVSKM
HUVEC prolif 384: inhibitors of human endothelial cell proliferation; AID 648; viability, % at 10 µM (by protocol); 86,000 compounds, 1.1% hits; HUVEC proliferation, CellTiter-Glo luminescence, 72 h; active compounds read low;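 active = viability at or below 30%; inactive = viability above 30%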;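 note: 100% = median luminescence of DMSO-only cell control wells on each plate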
H69AR inhibit: growth inhibitors of human H69AR lung tumor cells | H69AR lung tumor viability, ATP luminescence, 72 h; active compounds read low | 85,000 compounds, 6% hits | viability, % at 10 µM | AID 598;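 active = viability at or below 40%; inactive = viability above 40%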;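 note: multidrug resistant small cell line overexpressing MRP-1 efflux transporter; 100% = mean luminescence of untreated control wells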
ERb SRC1 inh: ER-beta (human) coactivator binding inhibition | inhibition, % at 25.6 µM | Q92731 | 86,000 compounds, 1.3% hits | AID 633 | TR-FRET ER-beta LBD / SRC1-Cy5 peptide binding; receptor agonist-loaded with 1 µM estradiol;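 active = compounds whose percent inhibition of the receptor-coactivator binding signal exceeds about 50% in the single-dose screen, limit read from the data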;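 note: 0% = receptor plus peptide wells without compound and 100% = peptide-only wells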
Lung fibro prol: blocks proliferation of human lung fibroblasts | LL 47 human lung fibroblast viability, ATP luminescence; active compounds read low | viability, % at 10 µM | 85,000 compounds, 1.1% hits;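 active = viability at or below 50% in the single dose screen; inactive = viability above 50%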;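 note: compound exposure lasted 72 h before the ATP readout; 100% = median luminescence of untreated cell-only wells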
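Material: human lung fibroblast line LL 47, low passage; Evaluation: viability percentage against median untreated-cell control; Buffer or medium: 15% FBS in IMEM; Incubation: 72 h compound exposure at 37 °C after overnight plating; Dosing: 0.1% DMSO in all compound wells; Measured by: CellTiter-Glo luminescence.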
ERa SRC1 pot: enhances coactivator binding to human estrogen receptor alpha. 86,000 compounds, 1.3% hits. P03372. TR-FRET ERalpha-LBD/SRC-Cy5 coactivator binding, 2 h; 100 = basal binding, no effect. coactivator binding (% of control), % at 25.6 µM. AID 639; in the data active = activity above about 200%;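 note: binding measured in presence of low estradiol as agonist stimulus; 0% = peptide alone without receptor and 100% = receptor with peptide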
Calb biofilm kill: kills Candida albicans biofilms | C. albicans biofilm + clotrimazole, Alamar Blue | inhibition, % at 6 µM | 85,000 compounds, 0.14% hits | AID 834;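 active = inhibition above 20%; inactive = inhibition below 20%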;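 note: preformed 24 hr biofilms exposed to compound for 48 hr; 0% = biofilm without compound and 100% = blank killed by clotrimazole plus chlorhexidine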
ERa SRC1 inh: ER-alpha (human) coactivator binding inhibition. inhibition, % at 25.6 µM. AID 629. 86,000 compounds, 1.7% hits. TR-FRET ER-alpha LBD / SRC-1 peptide, estradiol-bound. P03372; in the data active = inhibition above about 50%;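 note: 0% = receptor plus peptide control and 100% = peptide only without receptor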
Smad3 FoxH1 inh: blocks human Smad3 binding to FoxH1 peptide | TR-FRET Smad3/Dy647-FoxH1 peptide binding, europium anti-His | 88,000 compounds, 0.29% hits | AID 630 | inhibition, % at 25 µM | P84022;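 active = compounds that reduce the energy-transfer binding signal between the protein and its labelled peptide by more than half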;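 note: 0% = Smad3 plus labelled peptide maximal FRET and 100% = peptide-only background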
Target sequence (P84022 whole entry, looked up): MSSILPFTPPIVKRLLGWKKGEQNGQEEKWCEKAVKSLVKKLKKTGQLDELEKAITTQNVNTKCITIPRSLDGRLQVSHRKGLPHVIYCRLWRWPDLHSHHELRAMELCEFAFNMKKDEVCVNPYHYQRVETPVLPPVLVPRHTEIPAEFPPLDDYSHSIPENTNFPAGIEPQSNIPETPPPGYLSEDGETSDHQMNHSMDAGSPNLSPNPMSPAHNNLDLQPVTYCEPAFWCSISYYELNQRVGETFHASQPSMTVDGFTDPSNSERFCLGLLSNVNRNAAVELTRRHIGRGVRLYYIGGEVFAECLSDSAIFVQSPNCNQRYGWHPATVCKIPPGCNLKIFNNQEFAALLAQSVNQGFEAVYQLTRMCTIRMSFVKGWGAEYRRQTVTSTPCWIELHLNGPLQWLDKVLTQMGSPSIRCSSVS
* hit, by the source's call; [ ] = another dose, or the depositor's remark. Only part of the results is shown (hit frequency here may not be typical).

`C=C(C)CN(CC)CCC(=O)Nc1ccc(OC)cc1OC` gave sEH act -6, HUVEC prolif 384 93, H69AR inhibit 93, ERb SRC1 inh -15, Lung fibro prol 91, ERa SRC1 pot 133, Calb biofilm kill -2, ERa SRC1 inh -6 and Smad3 FoxH1 inh -5.
CCN(C1CCCCC1)S(=O)(=O)c1ccc(S(=O)(=O)NCc2ccncc2)cc1 was read as sEH act -6, HUVEC prolif 384 83, H69AR inhibit 92, ERb SRC1 inh -7, Lung fibro prol 95, ERa SRC1 pot 106, Calb biofilm kill 4, ERa SRC1 inh -3 and Smad3 FoxH1 inh -3.
COc1ccc(C2C(C(=O)Nc3cc(C)on3)c3ccccc3C(=O)N2C)cc1 (stereo not drawn) was read as sEH act 4, HUVEC prolif 384 98, H69AR inhibit 99, ERb SRC1 inh -7[fluorescence artefact?], Lung fibro prol 104, ERa SRC1 pot 103, Calb biofilm kill 2, ERa SRC1 inh 7[fluorescence artefact?] and Smad3 FoxH1 inh 5.
O=C(CCSc1ccccc1)Nc1nc2c(s1)CCCC2 was read as sEH act 23, HUVEC prolif 384 76, H69AR inhibit 76, ERb SRC1 inh -8, Lung fibro prol 90, ERa SRC1 pot 103[fluorescence artefact?], Calb biofilm kill -8, ERa SRC1 inh -1 and Smad3 FoxH1 inh -14.
CCc1nnc(NC(=O)CSc2nc(-c3ccc(OC)cc3)ns2)s1 was read as sEH act -4, HUVEC prolif 384 93, H69AR inhibit 55, ERb SRC1 inh -9, Lung fibro prol 97, ERa SRC1 pot 145, Calb biofilm kill -3, ERa SRC1 inh -2 and Smad3 FoxH1 inh 6.
Screening CS(=O)(=O)n1nc(OC(=O)c2cccc3ccccc23)cc1N returned sEH act 0, HUVEC prolif 384 76, H69AR inhibit 77, ERb SRC1 inh 31, Lung fibro prol 92, ERa SRC1 pot 62[fluorescence artefact?], Calb biofilm kill 4, ERa SRC1 inh 29 and Smad3 FoxH1 inh -7.
`C/C(=N/NC(=O)c1cc2ccccc2cc1O)C1C(=O)c2ccccc2C1=O` gave sEH act 8, HUVEC prolif 384 63, H69AR inhibit 36*, ERb SRC1 inh 65*[fluorescence artefact?], Lung fibro prol 75, ERa SRC1 pot 21[fluorescence artefact?], Calb biofilm kill -1, ERa SRC1 inh 78*[fluorescence artefact?] and Smad3 FoxH1 inh 9.
For O=C(c1ccc(COc2ccccc2Cl)o1)N1CCN(c2ccccc2)CC1 the results were HUVEC prolif 384 98, H69AR inhibit 44, ERb SRC1 inh -6, Lung fibro prol 100, ERa SRC1 pot 106[fluorescence artefact?], Calb biofilm kill 2, ERa SRC1 inh -7 and Smad3 FoxH1 inh -5.
`Cn1c(SC2=CS(=O)(=O)c3ccccc32)nc2ccccc21` gave sEH act -1, HUVEC prolif 384 43, H69AR inhibit 0.6*, ERb SRC1 inh -4, Lung fibro prol 2.2*, ERa SRC1 pot 114, Calb biofilm kill 7, ERa SRC1 inh 1 and Smad3 FoxH1 inh 9.
`CC(C)(C)N1C(=O)c2ccccc2NC(=O)N1Cc1ccccc1` gave sEH act -7, HUVEC prolif 384 93, H69AR inhibit 92, ERb SRC1 inh -1, Lung fibro prol 97, ERa SRC1 pot 104, Calb biofilm kill 2, ERa SRC1 inh -2 and Smad3 FoxH1 inh 0.
Screening O=C(CCN1CCOCC1)Nc1c(-c2ccccc2)c2cc(Br)ccc2[nH]c1=O returned sEH act 4, HUVEC prolif 384 92, H69AR inhibit 79, ERb SRC1 inh 7, Lung fibro prol 105, ERa SRC1 pot 106, Calb biofilm kill 3, ERa SRC1 inh 2 and Smad3 FoxH1 inh 7.
`CCCCCCC(=O)N1CCN(c2cc3c(cc2F)c(=O)c(C(=O)O)cn3CC)CC1` gave sEH act 2, HUVEC prolif 384 92, H69AR inhibit 27*, ERb SRC1 inh -3[fluorescence artefact?], Lung fibro prol 87, ERa SRC1 pot 94, Calb biofilm kill 5, ERa SRC1 inh -6 and Smad3 FoxH1 inh 16.
For c1ccc2cc3[nH]c(CN4CCCCC4)nc3cc2c1 the results were sEH act 4, HUVEC prolif 384 103, H69AR inhibit 85, ERb SRC1 inh -3, Lung fibro prol 101, ERa SRC1 pot 126, Calb biofilm kill 8, ERa SRC1 inh -9 and Smad3 FoxH1 inh 0.
For COc1ccc(CCNc2oc(-c3ccccc3OC)nc2C#N)cc1 the results were sEH act -7, HUVEC prolif 384 91, H69AR inhibit 67, ERb SRC1 inh -7[fluorescence artefact?], Lung fibro prol 105, ERa SRC1 pot 102, Calb biofilm kill 6, ERa SRC1 inh -4 and Smad3 FoxH1 inh 9.
`CCOC(=O)CCCCC(=O)c1[nH]c(=O)[nH]c1Cn1cnc2ccccc21` gave sEH act 1, HUVEC prolif 384 98, H69AR inhibit 98, ERb SRC1 inh 17, Lung fibro prol 103, ERa SRC1 pot 81, Calb biofilm kill -6, ERa SRC1 inh 9 and Smad3 FoxH1 inh -2.
Screening Cc1nc(SC2CC(=O)N(c3ccccc3)C2=O)nc2c1CCCC2 (stereo not drawn) returned sEH act -29, HUVEC prolif 384 96, H69AR inhibit 104, ERb SRC1 inh -7, Lung fibro prol 102, ERa SRC1 pot 101, Calb biofilm kill 2, ERa SRC1 inh -29 and Smad3 FoxH1 inh -12.
Cc1nn(CCCC(=O)N2CCc3ccccc3C2)c(=O)c2cc3sccc3n12 was read as sEH act -7, HUVEC prolif 384 93, H69AR inhibit 72, ERb SRC1 inh -5, Lung fibro prol 100, ERa SRC1 pot 109, Calb biofilm kill 10, ERa SRC1 inh -13 and Smad3 FoxH1 inh 3.
`O=C1C2CCCN2C(c2ccc(F)c(F)c2)N1c1cccc(Cl)c1` (stereo not drawn) gave sEH act -10, HUVEC prolif 384 96, H69AR inhibit 102, ERb SRC1 inh 3, Lung fibro prol 104, ERa SRC1 pot 105, Calb biofilm kill 4, ERa SRC1 inh 0 and Smad3 FoxH1 inh 5.
COCCN(CCOC)S(=O)(=O)c1ccc(C(=O)NC2CCN(Cc3ccccc3)CC2)cc1 was read as HUVEC prolif 384 106, H69AR inhibit 90, ERb SRC1 inh -5, Lung fibro prol 92, ERa SRC1 pot 97[fluorescence artefact?], Calb biofilm kill 7, ERa SRC1 inh -8 and Smad3 FoxH1 inh 11.
`CCOc1ccccc1C(=O)N(Cc1ccco1)C1CCS(=O)(=O)C1` (stereo not drawn) gave sEH act 20, HUVEC prolif 384 92, H69AR inhibit 99, ERb SRC1 inh 5[fluorescence artefact?], Lung fibro prol 100, ERa SRC1 pot 115[fluorescence artefact?], Calb biofilm kill 5, ERa SRC1 inh 8[fluorescence artefact?] and Smad3 FoxH1 inh -6.
For Cc1ccc(S(=O)(=O)N2CCN(C(=O)N3CCOCC3)C2C(C)C)cc1 (stereo not drawn) the results were sEH act 0, HUVEC prolif 384 92, H69AR inhibit 100, ERb SRC1 inh -3[fluorescence artefact?], Lung fibro prol 103, ERa SRC1 pot 105, Calb biofilm kill 5, ERa SRC1 inh 1[fluorescence artefact?] and Smad3 FoxH1 inh 3.
Screening COc1cc(NC(=O)C2CCN(S(=O)(=O)c3cnc[nH]3)CC2)cc(OC)c1OC returned sEH act 2, HUVEC prolif 384 92, H69AR inhibit 101, ERb SRC1 inh 13, Lung fibro prol 92, ERa SRC1 pot 83, Calb biofilm kill 4, ERa SRC1 inh 7 and Smad3 FoxH1 inh 0.
For O=C(Nc1ccc(NC(=O)C2CCCN2C(=O)OCc2ccccc2)cc1)c1ccco1 (stereo not drawn) the results were HUVEC prolif 384 97, H69AR inhibit 91, ERb SRC1 inh -7, Lung fibro prol 95, ERa SRC1 pot 117, Calb biofilm kill 5, ERa SRC1 inh -7 and Smad3 FoxH1 inh 2.
Screening O=C(CSc1ccccc1)Nc1ccccc1N1CCOCC1 returned HUVEC prolif 384 101, H69AR inhibit 91, ERb SRC1 inh -19, Lung fibro prol 95, ERa SRC1 pot 105, Calb biofilm kill 9, ERa SRC1 inh -29[fluorescence artefact?] and Smad3 FoxH1 inh 9.
For O=C(CN(c1ccc(F)cc1)S(=O)(=O)c1ccc2c(c1)OCCO2)Nc1cccnc1 the results were sEH act 6, HUVEC prolif 384 90, H69AR inhibit 92, ERb SRC1 inh -6, Lung fibro prol 94, ERa SRC1 pot 105, Calb biofilm kill 2, ERa SRC1 inh -7 and Smad3 FoxH1 inh 8.
Screening CC(C)C1CC(=O)NC(SCC(=O)Nc2ccc(Br)cc2)=C1C#N (stereo not drawn) returned HUVEC prolif 384 90, H69AR inhibit 44, ERb SRC1 inh -4, Lung fibro prol 91, ERa SRC1 pot 112, Calb biofilm kill 1, ERa SRC1 inh 3 and Smad3 FoxH1 inh 1.
Screening Cc1nc2c(c(=O)n1CC1CCCO1)c1nc3ccccc3nc1n2CCC(C)C (stereo not drawn) returned HUVEC prolif 384 84, H69AR inhibit 93, ERb SRC1 inh 23, Lung fibro prol 90, ERa SRC1 pot 88, Calb biofilm kill 1, ERa SRC1 inh 76* and Smad3 FoxH1 inh 9.
Cn1c(=O)[nH]c(=O)c2c1nc(NCCCO)n2CCCc1ccccc1 was read as sEH act 5, HUVEC prolif 384 97, H69AR inhibit 95, ERb SRC1 inh 0, Lung fibro prol 113, ERa SRC1 pot 108, Calb biofilm kill 5, ERa SRC1 inh -4 and Smad3 FoxH1 inh 2.
Screening O=C(Nc1ccc2c(c1)OCCO2)C1c2ccccc2C(=O)N2CCc3ccccc3C12 (stereo not drawn) returned sEH act 11, HUVEC prolif 384 95, H69AR inhibit 101, ERb SRC1 inh -1[fluorescence artefact?], Lung fibro prol 93, ERa SRC1 pot 98[fluorescence artefact?], Calb biofilm kill 7, ERa SRC1 inh 8[fluorescence artefact?] and Smad3 FoxH1 inh -4.
CC(=O)NCCOc1cccc(OCCNC(C)=O)c1 was read as sEH act 25, HUVEC prolif 384 95, H69AR inhibit 104, ERb SRC1 inh -6, Lung fibro prol 96, ERa SRC1 pot 112, Calb biofilm kill 5, ERa SRC1 inh -3 and Smad3 FoxH1 inh -9.
CC(C)(C)c1cc(=O)n2c(nc3ccccc32)[nH]1 was read as sEH act 1, HUVEC prolif 384 103, H69AR inhibit 76, ERb SRC1 inh 1, Lung fibro prol 87, ERa SRC1 pot 80, Calb biofilm kill 5, ERa SRC1 inh 11 and Smad3 FoxH1 inh 2.
Screening Cc1ccc(S(=O)(=O)c2ccccc2)cc1S(=O)(=O)N1CCOCC1 returned sEH act 7, HUVEC prolif 384 84, H69AR inhibit 84, ERb SRC1 inh 0, Lung fibro prol 102, ERa SRC1 pot 98, Calb biofilm kill 7, ERa SRC1 inh -9 and Smad3 FoxH1 inh -4.
Screening CCOC(=O)C1CCN(C(=O)Nc2ccc(OC)c(OC)c2)CC1 returned sEH act -9, HUVEC prolif 384 101, ERb SRC1 inh -6[fluorescence artefact?], Lung fibro prol 101, ERa SRC1 pot 114, Calb biofilm kill -4, ERa SRC1 inh -9 and Smad3 FoxH1 inh -19.

Reprinted at random: two compounds from above.
CC(=O)NCCOc1cccc(OCCNC(C)=O)c1 was read as sEH act 25, HUVEC prolif 384 95, H69AR inhibit 104, ERb SRC1 inh -6, Lung fibro prol 96, ERa SRC1 pot 112, Calb biofilm kill 5, ERa SRC1 inh -3 and Smad3 FoxH1 inh -9.
Screening O=C(Nc1ccc2c(c1)OCCO2)C1c2ccccc2C(=O)N2CCc3ccccc3C12 (stereo not drawn) returned sEH act 11, HUVEC prolif 384 95, H69AR inhibit 101, ERb SRC1 inh -1[fluorescence artefact?], Lung fibro prol 93, ERa SRC1 pot 98[fluorescence artefact?], Calb biofilm kill 7, ERa SRC1 inh 8[fluorescence artefact?] and Smad3 FoxH1 inh -4.

Compound activity: PubChem, several laboratories
